Source: PubChem BioAssay (Small Molecule Screening Facility, UW Madison)
SSB-PriA inh – inhibitors of Klebsiella pneumoniae PriA binding to SSB C-terminal tail, primary screen, biochemical, AlphaScreen | inhibition, % at 33 µM | AID 1272365, 2023 | 430,000 tested, 0.6% active | AlphaScreen SSBct-PriA binding, biotinylated peptide; in the data active = inhibition mostly above about 37%, no sharp cut-off; inactive = mostly below about 20%;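 also: plate controls were negative control peptide for no effect and reference peptide for full effect; strong numbers were not always called active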
The depositor's hits bear a star; & = joins results of further samples. A portion of the library; rates above refer to the full screens.

No.	SMILES	SSB-PriA inh
1	O=C1CCCN2C(=N1)SC(=S)N2CN1CCN(c2ccccc2)CC1	-1.0
2	CSc1ccccc1C(=O)N(Cc1ccco1)c1nc2c(F)cccc2s1	-7.0
3	c1ccc(CNc2nc(-c3ccc4nsnc4c3)cs2)cc1	-29.0
4	COCCNC(=S)NN=C(C)c1ccc(Cl)c(Cl)c1Cl	4.6
5	COCCCNC(=O)/C(C#N)=C1\N=C(NC(=O)c2ccc(C(C)(C)C)cc2)c2ccccc21	-7.0
6	COc1ccc(-c2nnc(CC(=O)N3CCN(c4ccccn4)CC3)o2)cc1	-5.0
7	COc1ccc(CCNc2cc(C)nc3c(-c4ccccc4)c(C(F)(F)F)nn23)cc1OC	3.0
8	Cc1ccc2c(CC(=O)Nc3ccc4c(c3)OCO4)cc(=O)oc2c1	3.0
9	CCOC(=O)CCC(=O)N1CCCC(c2nnc(CC(C)(C)C)o2)C1 (configuration not stated)	1.0
10	O=C(O)c1cc(NN=Cc2ccc3c(c2)OCO3)ccc1Cl	4.1
11	Cn1cc(S(=O)(=O)Oc2ccc(F)cc2F)c(=O)n(C)c1=O	-7.0
12	COC(=O)c1ccccc1NC(=O)C12CCC(C1)C(C)(C)C2=O (configuration not stated)	-3.0
13	Cc1ccc2nc(C(=O)O)cc(Nc3ccc(F)c(Cl)c3)c2c1	-10.0
14	O=C(c1ccccc1)c1sc(NC(=O)C2CCN(S(=O)(=O)c3cccs3)CC2)nc1-c1ccccc1	-18.0
15	Cc1ccc2nc(NC(=O)CCn3cnc4c(cnn4C(C)(C)C)c3=O)sc2c1	-6.0&-6.0
16	COc1ccc(S(=O)(=O)c2cnc(SCC(=O)NCCC3=CCCCC3)[nH]c2=O)cc1Cl	3.0&6.0
17	Cc1ccc(Nc2nc(N3CCOCC3)nc3nccnc23)cc1Cl	-27.0
18	CSCC[C@](C)(O)CNS(=O)(=O)c1ccc(C(C)=O)cc1	-9.0
19	CCOC(=O)c1cccc(NC(=O)Cn2c(C)cc(C)c(-c3nc(-c4ccc(C)cc4)no3)c2=O)c1	-28.0
20	COc1cccc(-c2nnc3ccc(OCCNC(=O)Cc4ccc(F)cc4)nn23)c1	1.0
21	O=c1cc(-c2ccc(F)cc2)nc(SCc2nc(-c3cccs3)no2)[nH]1	7.0
22	COc1cccc(-n2nnnc2SCC(=O)Nc2ccccc2C(=O)O)c1	0.0
23	Cc1cc(OC2CCN(C(=O)CCc3ccc(OCc4ccccc4)cc3)C2)cc(=O)n1C (configuration not stated)	-20.0
24	COC(=O)c1ccccc1NC(=O)Cn1cc(S(=O)(=O)Cc2ccccc2F)c2ccccc21	-6.0
25	Cc1cc([N+](=O)[O-])c2[nH]c(C(=O)NN=Cc3ccccc3C(=O)O)c(-c3ccccc3)c2c1	-10.3
26	Cc1ccc(-c2nnc3sc(-c4ccccn4)nn23)cc1	51.2
27	CCCCN1C(=Cc2ccc3ccccc3[n+]2CC)Sc2ccccc21	13.7
28	Cc1nn(-c2ccc(Nc3ccc(NC(=O)c4cccs4)cc3)nn2)c(C)c1C	10.0
29	O=C(Cn1cnc(-c2ccccc2)cc1=O)NCc1ccccn1	-19.0
30	O=C(CSc1ncc(-c2cccc(Br)c2)o1)N1CCN(c2ccc(F)cc2)CC1	-11.0&-9.0
31	NC(=NOC(=O)CC1CCCCC1)c1cccc([N+](=O)[O-])c1	4.5
32	COCCN1CCC(CNC(=O)C(=O)Nc2ccccc2C)CC1	-11.0&-1.0
33	O=C(Nc1ccccc1C(F)(F)F)N1CCC(COCc2ccc(Cl)cc2)CC1	-9.0
34	O=C(NCCC(O)c1ccco1)C(=O)NCC1CCCO1 (configuration not stated)	-1.0
35	O=C(NCCc1c[nH]c2ccccc12)C1CN(C(=O)c2ccc3c(c2)OCO3)C1	-16.0
36	Cc1c(NC=C(Cl)C(=O)C(F)(F)F)c(=O)n(-c2ccccc2)n1C	3.5
37	O=C(c1ccco1)N1CCN(C(=O)N(c2ccccc2)c2ccccc2)CC1	-6.0
38	Cc1nnc(C2CCN(C(=O)c3cc(-c4ccco4)on3)CC2)s1	-20.0
39	O=C(Nc1nnc(-c2ccno2)o1)c1cc(Cl)ccc1Cl	7.0
40	NC(Cc1ccc(Cl)c(Cl)c1)=NOC(=O)c1ccc(Br)o1	-0.4
41	COC(=O)c1c(NC(=O)c2ccc([N+](=O)[O-])o2)sc(Cc2ccc3c(c2)OCO3)c1C	-1.0
42	CC(C)(C)C(=O)Nc1nc(CC(=O)Nc2ccc(Cl)c(Cl)c2)cs1	-6.0&2.0
43	CN(C)S(=O)(=O)c1ccc(C(=O)NCC(=O)NN=Cc2ccco2)cc1	-15.1
44	O=C(Nc1cccc(-c2cnc3n2CCC3)c1)c1ccc(F)cc1F	14.0
45	O=C(NN=Cc1ccccc1F)c1ccccc1OCc1ccccc1	0.3
46	CCCCN(C)S(=O)(=O)c1ccc(C(=O)Nc2cccc(Cl)c2Cl)cc1	7.0
47	COc1ccc(-c2csc3c(=O)n(Cc4cccc(C(F)(F)F)c4)cnc23)cc1	-10.0
48	C(=Nn1cnnc1)c1ccc(-c2ccccc2)cc1	-8.8
49	O=C1Cc2cc(NS(=O)(=O)c3cccc(F)c3)ccc2N1	17.0
50	COc1cc(OC)cc(C(=O)NN=Cc2ccc(OC)c(COc3ccc4ccccc4c3)c2)c1	8.0

(further entries)
No.	SMILES	SSB-PriA inh
51	Cc1cc(C(=O)NCCn2ccnc2-c2ncccn2)no1	-7.0
52	O=C(CNc1ccco1)Nc1ncc(Cc2cccc(Cl)c2Cl)s1	-17.0
53	CS(=O)(=O)c1ccc(CCC(=O)Nc2ccc3c(c2)N(C(=O)C2CCCC2)CC3)cc1	-10.0
54	Cc1cc(N2CCN(C(=O)NC3CCCC3)CC2)ncn1	-17.0
55	CCOC(=O)c1c(-c2ccc(C)c(C)c2)csc1NC(=O)CSc1nnc2scc(-c3ccccc3)n12	-13.0
56	CCC(=O)NCCC1=CCCCC1	14.0
57	Cc1ccc(OC2CCCN(S(=O)(=O)c3ccc4c(c3)CCO4)C2)nn1 (configuration not stated)	-12.0
58	NS(=O)(=O)c1ccc(NC(=O)c2ccoc2COc2ccccc2)cc1	-10.0
59	O=S(=O)(NCC1(CO)CC1)c1cccc(Cl)c1	-9.0
60	Cc1cc(C)[n+](C)n1-c1ccccc1	5.0

Compounds shown so far that have a nitro group on carbon:
No.	SMILES	SSB-PriA inh
25	Cc1cc([N+](=O)[O-])c2[nH]c(C(=O)NN=Cc3ccccc3C(=O)O)c(-c3ccccc3)c2c1	-10.3
31	NC(=NOC(=O)CC1CCCCC1)c1cccc([N+](=O)[O-])c1	4.5
41	COC(=O)c1c(NC(=O)c2ccc([N+](=O)[O-])o2)sc(Cc2ccc3c(c2)OCO3)c1C	-1.0

(list continues)
No.	SMILES	SSB-PriA inh
61	COc1ccc(C2=NN(S(C)(=O)=O)[C@H](c3ccc4nccnc4c3)C2)cc1OC	-11.0
62	Cc1noc(C)c1S(=O)(=O)N1CCN(c2cnnc(N3CCCC3)c2)CC1	-15.0
63	CCn1nc(C)cc1C(=O)N(Cc1ccccn1)c1nc2c(OC)ccc(OC)c2s1	1.0
64	COc1ccc(-c2ccc(C)c(NC(=O)c3c(OC)cccc3OC)c2)nn1	-3.0
65	CCOC(=O)c1ccc(NC(=O)[C@@H]2COCC(=O)N2Cc2cccs2)cc1	-8.0
66	CC(C)CCN1C(=O)CCc2cc(NC(=O)c3ccc(F)cc3F)ccc21	-20.0
67	O=C(Nc1cc(-n2ccc3ccccc32)ncn1)C1CC1	-18.0
68	CS(=O)(=O)c1ccc(NC(=O)C2CCCN(c3cc(-n4cncn4)ncn3)C2)cc1 (configuration not stated)	4.0
69	O=C(COc1ccc(Cl)cc1Cl)NCc1cccnc1-c1cccs1	-21.0
70	CC1(C)C2CCC1(CS(=O)(=O)Nc1cc(C(=O)Nc3ccc4c(c3)OCCO4)ccc1N1CC3CC(C1)c1cccc(=O)n1C3)C(=O)C2 (configuration not stated)	4.0

Copied from the list:
Entry of no. 3 under SSB-PriA inh: -29.0
Entry of no. 39 under SSB-PriA inh: 7.0
Entry of no. 8 under SSB-PriA inh: 3.0

The listing picks up with the 4 entries that preceded the break.
No.	SMILES	SSB-PriA inh
67	O=C(Nc1cc(-n2ccc3ccccc32)ncn1)C1CC1	-18.0
68	CS(=O)(=O)c1ccc(NC(=O)C2CCCN(c3cc(-n4cncn4)ncn3)C2)cc1 (configuration not stated)	4.0
69	O=C(COc1ccc(Cl)cc1Cl)NCc1cccnc1-c1cccs1	-21.0
70	CC1(C)C2CCC1(CS(=O)(=O)Nc1cc(C(=O)Nc3ccc4c(c3)OCCO4)ccc1N1CC3CC(C1)c1cccc(=O)n1C3)C(=O)C2 (configuration not stated)	4.0
71	O=C(N/N=C\c1cc(Br)ccc1O)c1cc(-c2ccc3ccccc3c2)n[nH]1	-4.0
72	COc1ccc(Nc2nc(Nc3ccc(C(F)(F)F)cc3)nc(N3CCOCC3)n2)cc1	5.0
73	O=c1c(=Cc2cccn2-c2ccccc2)sc2nc3ccccc3n12	-9.0
74	Cc1nc2ccccc2n1CC(=O)NN=Cc1cccnc1	-10.2
75	CCN(CC)CCN(C(=O)C1CC1)c1nc2ccccc2s1	3.0
76	CCOc1cn(C)c(C(=O)Nc2ccc(C(N)=O)cc2)cc1=O	-29.0&-5.0
77	O=C(c1cnn(-c2ccccc2)n1)N1CCC(Cn2ccnc2-c2ccccc2)CC1	21.0
78	Cc1nc(N2CCN(C(=O)Cc3ccccc3C)CC2)cc(C(F)(F)F)n1	-5.0
79	C=CCN1C(=O)C(C)(C)COc2cc(NS(=O)(=O)c3ccc(C)c(C)c3)ccc21	2.0
80	CC(=O)Nc1nnc(-c2cc(C)nn2C)o1	0.0
81	CCOC(=O)C1=C(C)N=c2sc(=Cc3ccc(OCC(=O)O)cc3)c(=O)n2C1c1cc(OC)c(OC)c(OC)c1 (configuration not stated)	-11.4
82	CN(C)S(=O)(=O)c1ccc(C(O)=C2C(=O)C(=O)N(Cc3cccnc3)C2c2ccncc2)cc1 (configuration not stated)	-5.2
83	O=C(Nc1cccc(Cl)c1Cl)C1CCN(S(=O)(=O)c2ccc(Cl)s2)CC1	-7.0
84	O=C(NCCOc1cccc(C(F)(F)F)c1)c1cc2ccccc2oc1=O	0.0
85	CC(NC(=O)c1ccccc1)c1nc2ccccc2n1C (configuration not stated)	-3.0
86	O=C(Nn1cnc2c(cnn2-c2ccc(F)cc2)c1=O)c1cc(Cl)ccc1Cl	-11.0
87	O=C(Nc1ncnc2c1CCC2)c1cccc(F)c1	-2.0
88	COc1ccc(Cl)cc1C(=O)NCC(O)Cn1ccccc1=O (configuration not stated)	4.0
89	O=C(Cn1cnc2c(-c3ccccc3)csc2c1=O)NCc1ccc(F)cc1	6.0
90	Cc1sc(N=Cc2ccccc2Cl)c(C#N)c1C	-5.0
91	Cn1cnnc1S(=O)(=O)C1CCN(C(=O)c2cnn(-c3ccccc3)n2)CC1	0.0
92	COc1ccc(N)cc1N1CCCCC1=O	26.0
93	CCn1nc(C(=O)N(CC2CCCO2)c2nc3ccc(C)cc3s2)cc1C (configuration not stated)	-11.0
94	O=C(O)c1cc(-c2ccccc2Br)n[nH]1	1.0
95	COc1ncc(NC(=O)Nc2cc(Cl)c(OC)cc2OC)c(N(C)C)n1	2.0
96	CC1(C)CC(=O)c2c(nc(SCC(=O)Nc3cccc(C(F)(F)F)c3)c(C#N)c2-c2ccccc2)C1	-11.0
97	CCN1CCN(C(=O)NCCn2nc(-c3ccncc3)cc2C)C(=O)C1=O	10.0
98	CS(=O)(=O)N1C2CCC1CC(NC(=O)Cc1ccc(C(F)(F)F)cc1)C2 (configuration not stated)	-13.0
99	COc1ccc(S(=O)(=O)N2CCC[C@@H]2CNC(=O)c2cccc(Cl)c2)cc1	0.0
100	O=C(NC1CCN(c2nccs2)CC1)c1ccc(S(=O)(=O)N2CCOCC2)cc1	-12.0
101	COC(=O)c1cccc(NC(=O)CSc2cc(N3CCN(c4ccccc4OC)CC3)ncn2)c1	8.0
102	COc1cc(C2C(=C(O)c3ccc4c(c3)OCCO4)C(=O)C(=O)N2Cc2ccco2)cc(OC)c1OC (configuration not stated)	0.9
103	COc1ccc(OC)c(Nc2nc(NCc3ccccc3Cl)nc3c2cnn3-c2ccccc2)c1	-5.0
104	O=C(Nc1nc(-c2ccc(Cl)c(Cl)c2)cs1)[C@@H]1COc2ccccc2O1	-12.0
105	Cc1ccc(C=Nn2c(-c3ccccc3)n[nH]c2=S)cc1	-5.6
106	O=C(NCCn1ncc2c(N3CCCC3)ncnc21)c1ccccc1F	-19.0
107	CN(C)CCN(C(=O)c1ccc(Br)s1)c1nc2c(Cl)cccc2s1	-2.0
108	COc1ccccc1C(=O)NCc1nnc(SCC(=O)N2CCCc3ccccc32)n1-c1cccc(C(F)(F)F)c1	-28.0
109	CSc1nc(N2CCOCC2)c2cnn(CCNC(=O)c3sc(-n4cccc4)nc3C)c2n1	-8.0
110	CC(CCc1ccc2c(c1)OCO2)=NN=C(N)SC1CC(=O)N(c2ccccc2F)C1=O (configuration not stated)	7.0
111	Cn1nc(-c2ccccc2)c(C=NO)c1Cl	-15.3
112	Cn1c(=O)c2c(ncn2CC(=O)N2CCC(c3nnc(-c4ccc(F)cc4)o3)CC2)n(C)c1=O	-5.0
113	CSc1ccc(-c2nc(SCC(=O)Nc3nccs3)c(-c3ccccc3)[nH]2)cc1	2.0
114	CCC(=O)c1ccc(Oc2nc(-c3ccccc3)nc3sc(-c4ccccc4)cc23)cc1	-20.0&10.0
115	COc1ccc(S(=O)(=O)NC2CCS(=O)(=O)C2)cc1C (configuration not stated)	3.0
116	CCCC(O)=C1C(=O)CC(C)(C)CC1=Nc1ccccc1OC	-9.9
117	CCOC(=O)c1sc(NC(=O)Cc2ccc(OCC)cc2)nc1-c1ccccc1	-7.0
118	O=C(Nc1ncc(-c2ccc(Br)cc2)s1)c1sc2ccccc2c1Cl	-8.0
119	NC(=S)NN=Cc1ccc(-c2ccc([N+](=O)[O-])cc2)o1	-1.8
120	COc1ccc(Cl)cc1C(=O)NCCCS(=O)(=O)N1CCN(c2ccccn2)CC1	1.0
121	O=C(c1ccc(N2CCCS2(=O)=O)cc1)N1CCN(C(c2ccccc2)c2ccccc2)CC1	-17.0
122	CC(=O)Nc1ccc2nc(NC(=O)c3ccc4ncsc4c3)sc2c1	-14.0
123	CC(/C=C/c1ccccc1)=NNC(=O)CCC(=O)Nc1ccccc1C	0.2
